High-throughput results from PubChem.
NOD2 inhibition: NOD2 signaling inhibitors, cell-based, luminescence, uHTS, HEK293 (AID 1566); HEK293 NOD2/NF-kB luciferase reporter, luminescence; higher % means a stronger effect; inhibition, % at 4 µM; hits with a dose series show EC50 in µM; 290,000 tested, 0.63% active; also: many of its hits are not listed in these tables
GPR55 antagonists: inhibition of LPI-stimulated GPR55 beta-arrestin translocation – imaging, U2OS, beta-arrestin-GFP, LPI agonist, primary screen (AID 2013); inhibition, % at 10 µM, or IC50 in µM where a hit was titrated; 290,000 tested, 0.13% active; U2OS GPR55 beta-arrestin-GFP translocation imaging, LPI antagonism; higher % means a stronger effect;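 active = spots per cell inhibited over 60%, with over 100 cells counted and total cytoplasm intensity under 500,000; inconclusive = wells with under 100 cells, flagged as likely toxic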;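 also: U2OS cells stably carrying GPR55 and arrestin-GFP stimulated by 5 µM LPI near EC80; imaged beta-arrestin-GFP aggregate spots per cell after agonist stimulation; plate controls were LPI-stimulated DMSO wells for no effect and DMSO wells without LPI for full effect; some results filed as inactive read as strong as hits; confirmed hits need IC50 under 10 µM and bright autofluorescent wells are also inconclusive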
KOR beta-arrestin-1: KOR antagonists, beta-arrestin recruitment, cell-based, luminescence, uHTS (AID 1778). KOR beta-arrestin recruitment, luminescence, antagonist mode; higher % means a stronger effect. inhibition, % at 10 µM; hits with a dose series show IC50 in µM. 290,000 tested, 0.091% active; also: strong numbers were not always called active
GPR55 beta-arrestin: selective activators of receptor GPR55 – imaging, U2OS cells, beta-arrestin-GFP redistribution, primary screen (AID 1961) | activation, % at 10 µM; hits with a dose series show EC50 in µM | U2OS GPR55 beta-arrestin-GFP redistribution imaging; higher % means a stronger effect | 290,000 tested, 0.048% active;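 active = activation above 40% with more than 50 cells counted in the well; inconclusive = wells holding fewer than 50 cells, flagged as toxic or sparse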;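 also: U2OS osteosarcoma cells stably expressing GPR55 and beta-arrestin-GFP; plate controls were DMSO negative control for no effect and LPI positive control for full effect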
NOD1 inhibition: inhibition of NOD1-driven NF-kB reporter – cell-based, luminescence, uHTS, primary screen (AID 1578) | NOD1-driven NF-kB luciferase reporter cells, luminescence; higher % means a stronger effect | inhibition, % at 4 µM; hits with a dose series show EC50 in µM | 290,000 tested, 1% active; in the data active = inhibition mostly above about 36%, no sharp cut-off; inactive = mostly below about 34%;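 also: HEK-293T reporter cells stimulated with the NOD1 agonist gamma-tri-DAP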
KOR beta-arrestin-2: KOR agonists, beta-arrestin recruitment, primary screen, cell-based, luminescence, uHTS (AID 1777); KOR beta-arrestin recruitment, luminescence; higher % means a stronger effect; activation, % at 10 µM, or EC50 in µM where a hit was titrated; 280,000 tested, 0.02% active; in the data active = activation above about 50%, passing the limit was not always enough; also: a part of the inactive calls stands beside numbers as strong as those of hits
Myeloid diff 2: promotes myeloid progenitor differentiation | ER-HoxA9 myeloid progenitors, lysozyme-GFP differentiation, flow cytometry | calls only at 10 µM | 360,000 tested, 1% active;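 active = normalized GFP-positive differentiation at or above the plate's own cutoff, the solvent-only control mean plus 3 SD; inconclusive = no clear call, values can overlap the other calls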;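 also: cells exposed to compound for four days before flow analysis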
GPR35 arrestin U2OS: GPR35 antagonists blocking zaprinast-driven arrestin recruitment, primary screen, imaging, U2OS, beta-arrestin-GFP, zaprinast agonist (AID 2058) | 290,000 tested, 0.052% active | one-dose inhibition, % at 10 µM; IC50 in µM for titrated hits | U2OS GPR35 beta-arrestin-GFP translocation imaging, zaprinast antagonism; higher % means a stronger effect;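 active = inhibition of at least 50% with at least 30 cells and total cytoplasm GFP at most 10,000,000; inconclusive = under 30 cells or total GFP of 10,000,000 plus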
HIV peptide binding: inhibitors of HIV fusion peptide binding, primary screen, biochemical, uHTS, fluorescence dequenching (AID 1986) | 290,000 tested, 0.3% active | cell-free peptide binding, fluorescence dequenching, 30 min; higher % means a stronger effect | one-dose inhibition, % at 20 µM; IC50 in µM for titrated hits; in the data active = inhibition mostly above about 52%, no sharp cut-off; inactive = mostly below about 76%; also: some results filed as inactive read as strong as hits
Myeloid diff 2 GFP+ MAC1+ %: also measured in Myeloid diff 2; calls as there; GFP+ MAC1+ double positive, %; measured here: differentiation confirmed by MAC1 staining
* hit, by the source's call; i = inactive; ? = inconclusive; / = not tested or not shown; + = active, no number; [ ] = dose if it differs, or a comment. Rule as the data show it, unless noted: active = inhibition above about 50%; inactive = the rest. The list is partial, so the mix of outcomes need not match the whole.

SMILES	NOD2 inhibition	GPR55 antagonists	KOR beta-arrestin-1	GPR55 beta-arrestin	NOD1 inhibition	KOR beta-arrestin-2	Myeloid diff 2	Myeloid diff 2 GFP+ MAC1+ %	GPR35 arrestin U2OS	HIV peptide binding
CCOc1ccc(OCC)c(NC(=O)C2CCCN(c3nc(C)cc(C)n3)C2)c1 (stereo unspecified)	-16%	8%	-2%	0.4%	-35%	-5.5%	i	7.1	10%	-0.7%
CCCCOc1ccc(S(=O)(=O)NNC(=O)C2Cc3c(ccc4ccccc34)O2)cc1 (stereo unspecified)	12%	2%	10%	0.0%	-23%	-3.7%	i	0.5	2%	1.4%
COc1ccc(S(=O)(=O)N2CCOC2CNC(=O)C(=O)NCCc2ccccc2)cc1 (stereo unspecified)	12%	12%	-11%[20 µM]	0.0%	-6%	-2.6%	i	1.6	-8%	-0.9%
c1ccc(CCN(Cc2ccccc2)Cc2nc(C3CC3)no2)cc1	3%	-8%	-47%[20 µM]	0.2%	28%	/	i	0.3	-6%	0.3%
O=c1[nH]c2cc3c(cc2cc1CN(CCO)S(=O)(=O)c1ccccc1Cl)OCCO3	4%	12%	3%	-0.2%	-15%	5.8%	i	2.9	1%	-0.7%
COc1ccc(C(=O)/C=C/Nc2ccc(S(=O)(=O)Nc3ncccn3)cc2)cc1	2%	-11%	-2%	-0.2%	13%	-4.0%	/	/	-14%	2.4%
O=c1[nH]c2ccc(F)cc2[nH]c1=O	-3%	14%	-49%[20 µM]	0.6%	-27%	-12%	i	0.4	16%	-0.3%
COc1cc(S(=O)(=O)N2CCCCCC2)ccc1-n1cnnn1	8%	13%	-12%	-0.1%	-16%	2.3%	i	4.7	16%	3.8%
Cc1ccsc1/C=N/NC(=O)Cc1ccc(Cl)cc1	6%	0%	-8%	0.0%	8%	-0.6%	i	0.0	-2%	1.0%
Cn1c(=O)c(=O)n(C)c2cc(N3CCOCC3)c(NS(=O)(=O)c3ccc(Br)cc3)cc21	-1%	14%	-16%	-0.1%	-7%	5.1%	i	6.5	-3%	-3.0%
N#Cc1ccccc1Sc1ccccc1C(=O)OCC(=O)N1CCN(C(=O)c2ccco2)CC1	-8%	3%	-12%	-0.1%	-4%	7.2%	i	0.7	-9%	7.5%
COc1cc2oc3cc(C)oc(=O)c3c2cc1OC	-51%	3%	18%	-0.1%	4%	3.3%	i	0.5	19%	-0.7%
CCC(C)C(=O)Nc1cc(C(=O)OC)cc(C(=O)OC)c1 (stereo unspecified)	10%	17%	8%	0.1%	-24%	-4.4%	i	8.7	-10%	1.0%
Cc1cccc(N(C(=O)c2csnn2)C(C(=O)NC2CCCC2)c2ccncc2)c1 (stereo unspecified)	-10%	-2%	-33%	-0.2%	13%	11%	i	0.6	8%	0.0%
Cc1nc(C(F)(F)F)nc(Nc2ccc(Br)cc2)c1C#N	5%	0%	12%	0.1%	5%	-1.9%	i	0.4	16%	0.4%
CCCCN(CC(=O)NC(C)(C)C)C(=O)C(=O)Nc1ccc2c(c1)OCCO2	6%	6%	-52%[20 µM]	-0.1%	7%	0.9%	i	0.1	12%	-0.6%
COc1ccc(C2C(C(=O)N3CCCCC3)CCC(=O)N2c2cc(OC)c(OC)c(OC)c2)cc1 (stereo unspecified)	8%	3%	-25%	0.0%	-14%	1.3%	i	1.1	-6%	0.5%
COc1cc(NC(=O)CN(C)Cc2cccc(F)c2)c(C)cc1[N+](=O)[O-]	4%	4%	-14%	-0.5%	-16%	-0.1%	i	0.6	0%	0.8%
Cn1ccnc1CC(O)(c1ccccc1)c1ccccc1	-11%	5%	16%	0.2%	-30%	-3.6%	i	0.1	-1%	0.7%
O=C(COC(=O)Cc1ccc(Cl)cc1)Nc1cc(S(=O)(=O)N2CCOCC2)ccc1N1CCCC1	3%	3%	16%	0.3%	-11%	0.8%	i	0.4	0%	-1.8%
CCCc1nc2n[nH]c(N)c2c2c1COC(C)(C)C2	6%	6%	14%	0.4%	5%	-5.6%	i	0.8	11%	0.4%
Cc1ccc(S(=O)(=O)N2CCCC2C(=O)O)cc1 (stereo unspecified)	2%	-14%	-58%	0.2%	23%	-9.6%	i	0.7	4%	0.8%
COc1ccccc1NC(=O)Cn1c(=O)n(C)c(=O)c2sc3c(c21)COC(C)(C)C3	-1%	-18%	-22%	-0.1%	-24%	-0.3%	?	/	6%	-0.9%
CN(CC(=O)Nc1ccc(C#N)cc1)Cc1ccc(Cl)cc1Cl	-18%	17%	-21%	0.2%	0%	-3.5%	i	1.8	12%	-3.3%
CCCCCCOC(=O)c1ccc(N)cc1	-37%	8%	23%	-0.1%	-11%	2.1%	i	0.2	7%	-0.2%
CC(C)(C)Nc1nc2nonc2nc1NC(C)(C)C	4%	10%	-11%	-0.2%	9%	-7.4%	+	2.3*	9%	-1.8%
CC(=O)c1c(C)[nH]c(C(=O)OCC(=O)Nc2cc(S(=O)(=O)N3CCCC3)ccc2Cl)c1C	5%	-5%	32%	0.3%	-35%	-2.3%	i	1.9	-10%	2.2%
COc1ccccc1N(C(=O)c1snc(C(N)=O)c1N)C(C(=O)NCCC(C)C)c1ccco1 (stereo unspecified)	5%	15%	17%	0.7%	7%	0.7%	i	4.4	-8%	-1.4%
CCOC(=O)c1cccc(NS(=O)(=O)c2c(C)[nH]c(=O)[nH]c2=O)c1	-36%	24%	9%	-0.1%	2%	-3.7%	i	3.0	-5%	-2.1%
Cc1cc([N+](=O)[O-])ccc1NC(=O)c1cc2ccccc2o1	-56%	11%	-24%[20 µM]	-0.1%	-34%	8.1%	i	0.4	7%	-0.5%
CCOC(=O)CC1C(=O)NCCN1S(=O)(=O)c1ccc(Cl)cc1 (stereo unspecified)	-1%	-1%	-13%	-0.1%	4%	1.1%	+	7.7*	1%	-0.9%
CCC(=O)Nc1nnc(/C=C/c2ccc(OC)cc2)s1	15%	10%	/	0.1%	-16%	/	i	0.4	10%	-1.4%
COc1cccc(-c2nc(N3CCN(Cc4ccccc4)CC3)c3ccccc3n2)c1O	-12%	4%	-9%	-0.3%	-1%	-0.2%	i	0.4	6%	-1.3%
O=C(CO/N=C/c1ccccc1OC(F)F)NC1CCCCC1	0%	5%	-10%	-0.1%	-25%	1.8%	i	0.0	2%	0.8%
Cc1ccccc1NC(=S)NCc1ccccc1	12%	8%	-27%	0.6%	-19%	10%	i	0.2	-8%	-1.8%
CCS(=O)(=O)Nc1ccc(C2=NN(S(=O)(=O)c3ccc(F)cc3)C(c3ccco3)C2)cc1 (stereo unspecified)	32%	26%	-28%	-0.1%	10%	-9.1%	i	1.2	5%	3.6%
O=C(N/N=C/c1ccco1)Nc1ccccc1	-48%	2%	-8%	-0.3%	-30%	-5.9%	i	0.8	0%	0.8%
CCOc1cc2[nH]c(=S)n(Cc3ccc(C(=O)NCCN(CC)CC)cc3)c(=O)c2cc1OCC	14%	9%	0%	0.4%	-2%	-7.3%	i	0.4	-1%	1.0%
COc1cccc(OCc2cc(/C=N/NC(=O)c3nc(Cl)c(Cl)c(N)c3Cl)ccc2OC)c1	-18%	10%	-6%	0.2%	-22%	-5.0%	i	0.4	-16%	2.1%
Cc1csc(N/N=C/c2c(F)cccc2Cl)n1	-35%	1%	16%	0.8%	-1%	0.6%	i	0.7	-5%	-1.9%
CN(Cc1ccsc1)C(=O)Cn1cc(Br)ccc1=O	-5%	2%	-56%	-0.2%	-36%	1.8%	/	/	2%	-1.0%
COC(=O)c1nn(-c2ccccc2)c(Cl)c1/C=N/OCc1ccc(C)cc1	7%	-1%	19%	0.0%	7%	6.5%	i	0.6	3%	4.1%
CC(=O)N1CCN(c2ccc(NC(=O)c3ccc(Br)o3)cc2Cl)CC1	-6%	-5%	-16%	-0.2%	-30%	-3.2%	i	0.1	-2%	-1.1%
COc1ccc(/C=C(\NC(=O)c2ccc(C)cc2)C(=O)Nc2ccc(C(=O)O)cc2)cc1	-6%	2%	8%	0.3%	-7%	-1.3%	i	0.4	5%	3.8%
Cc1ccc2nsnc2c1NC(=O)Cc1ccc(Cl)cc1	17%	3%	-6%	-0.7%	-27%	-0.9%	i	0.1	-2%	0.3%
O=C(Cc1ccc(Cl)c(Cl)c1)Nc1cccc(S(=O)(=O)N2CCOCC2)c1	-4%	-11%	-6%	0.0%	-28%	1.7%	i	0.2	-13%	0.8%
NC(=O)N/N=C/c1sc(=O)n(-c2ccccc2)c1Cl	15%	8%	4%	-0.3%	-8%	3.1%	i	0.7	0%	2.8%
Cc1ccc(-n2c3c(c(=O)[nH]c2=O)C(NS(=O)(=O)c2ccc(C)cc2)(C(F)(F)F)C(=O)N3)cc1 (stereo unspecified)	0%	1%	5%	0.9%	4%	8.5%	i	6.8	0%	-0.6%
COc1ccc(NC(=O)CN(C)CC(=O)Nc2ccc(N3CCOCC3)cc2)c([N+](=O)[O-])c1	0%	8%	13%	0.1%	-22%	2.9%	i	0.5	0%	1.6%
COc1ccc(-n2c(-c3ccc(Br)cc3)c[n+]3c2CCc2ccccc2-3)cc1	31%	6%	-1%	0.0%	13%	-0.6%	i	1.2	4%	0.3%
Carrying on:
SMILES	NOD2 inhibition	GPR55 antagonists	KOR beta-arrestin-1	GPR55 beta-arrestin	NOD1 inhibition	KOR beta-arrestin-2	Myeloid diff 2	Myeloid diff 2 GFP+ MAC1+ %	GPR35 arrestin U2OS	HIV peptide binding
O=c1c2sccc2nc(SCc2cc(=O)n3cc(Br)ccc3n2)n1Cc1ccccn1	-30%	6%	16%	-0.3%	-37%	-0.5%	i	0.8	6%	-1.4%
Cc1ccc(S(=O)(=O)NC(=O)Nc2ccc(OC(F)F)cc2)cc1	-5%	0%	18%	-0.1%	-4%	/	i	0.2	-7%	-3.0%
COc1cc(NC(=S)NCc2ccc(S(N)(=O)=O)cc2)c(OC)cc1Cl	25%	-5%	24%	0.2%	-8%	-4.9%	i	1.0	12%	-0.6%
CCCCSc1cc(=O)n(-c2ccccc2)nc1C(=O)OCC	7%	-9%	-36%	0.2%	-5%	-6.9%	i	6.0	-2%	4.5%
OC(CNCC1CCCO1)Cn1c2ccccc2c2ccccc21 (stereo unspecified)	0%	-1%	14%	0.3%	8%	-2.7%	i	0.3	-4%	0.4%
COCCCNC(=O)c1ccc2c(=O)n(Cc3ccc(OC)cc3)c(=O)[nH]c2c1	8%	-7%	-2%	-0.2%	-27%	-4.7%	i	0.6	-10%	1.0%
Cc1cccc(N2CCN(C(=O)c3cccs3)CC2)c1C	-4%	1%	-3%	0.4%	-4%	4.2%	i	0.5	4%	1.2%
